NPYLR7 agonist: mosquito NPYLR7 agonism; HEK293T NPYLR7/Galpha15, GCaMP6s calcium fluorescence; activation, % at 10 µM; 0.15% of 270,000 active; AID 1259423; in the data active means activation above about 40%;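 further: 0% = vehicle and 100% = reference agonist at the receptor; some compounds past the cut are filed as inactive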
mcGAS inh: mouse cGAS inhibition by luminescence | recombinant cGAS, Kinase-Glo ATP depletion luminescence | 0.15% of 160,000 active | inhibition, % at 12.5 µM | AID 1259399;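 further: 0% = negative control wells and 100% = reference inhibitor with no enzyme activity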
hcGAS inh: inhibitors of human cGAS; Q8N884; recombinant h-cGAS, ATP depletion, Kinase-Glo luminescence; inhibition, % at 12.5 µM; 0.081% of 290,000 active; AID 1259398;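 further: 0% = vehicle reaction and 100% = reaction without DNA for no activity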
Target sequence (Q8N884 whole entry, looked up): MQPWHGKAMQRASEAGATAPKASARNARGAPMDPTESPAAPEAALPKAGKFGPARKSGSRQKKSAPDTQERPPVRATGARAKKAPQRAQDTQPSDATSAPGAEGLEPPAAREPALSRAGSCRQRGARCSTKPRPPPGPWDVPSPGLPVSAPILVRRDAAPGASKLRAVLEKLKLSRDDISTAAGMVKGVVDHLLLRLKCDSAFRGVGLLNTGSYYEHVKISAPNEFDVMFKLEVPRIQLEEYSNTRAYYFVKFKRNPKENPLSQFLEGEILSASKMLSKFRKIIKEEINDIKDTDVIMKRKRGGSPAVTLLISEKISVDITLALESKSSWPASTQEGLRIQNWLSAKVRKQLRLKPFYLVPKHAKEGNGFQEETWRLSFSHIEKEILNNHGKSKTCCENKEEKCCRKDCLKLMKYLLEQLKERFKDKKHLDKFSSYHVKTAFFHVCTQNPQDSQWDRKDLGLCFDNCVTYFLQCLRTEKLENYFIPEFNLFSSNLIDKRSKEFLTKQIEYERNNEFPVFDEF
Numbers without * were called inactive; . = not tested or not shown; & = joins results of further samples. Unless noted, no stated cut-off is given here; in the data, active means inhibition above about 40%; inactive means the rest.

| canonical_smiles | NPYLR7 agonist | mcGAS inh | hcGAS inh |
| --- | --- | --- | --- |
| CCn1cnnc1CNC(=O)CCNC(=O)C12CC3CC(CC(C3)C1)C2 | 2 | . | -2 |
| CCN1CCN(c2nc(-c3ccccc3)nc3c2CN(C(=O)Nc2ccc(Br)cc2)CC3)CC1 | -3 | -6 | -5 |
| CCOC(=O)Cn1c(=NC(=O)c2cc(Cl)sc2Cl)sc2cccc(F)c21 | 3 | . | -4 |
| COc1ccc(C(NC(=O)C2CCN(CCCc3ccccc3)CC2)c2ccccn2)cc1 (stereo unspecified) | 23 | -3 | -5 |
| CC1OC(C)(C)N(C(=O)OC(C)(C)C)C1C(=O)NCc1cccnc1N1CCCCC1 (stereo unspecified) | 10 | . | -7 |
| COc1cccc(N=c2scc(-c3ccccc3)n2CCNC(C)=O)c1 | -5 | -3 | -4 |
| CN(CCNS(=O)(=O)c1cccc2nsnc12)Cc1ccccc1 | 2 | . | 3 |
| COc1ccc(C(=O)Nc2c(C)nc3ccc(C)cn3c2=O)cc1 | 5 | . | -11 |
| O=c1cc(-c2ccccc2)[nH]n1-c1nc(-c2ccccc2)cs1 | -17 | . | 13 |
| COc1nc(SC)nnc1C | 0 | . | -5 |
| Cc1ccc(OCC(O)C(C)NC(C)C)c2c1CCC2 (stereo unspecified) | 3 | -3 | 0 |
| CN1CCN(Cn2nc(-c3ccccc3)oc2=S)CC1 | 6 | . | 3 |
| CCOC(=O)c1c(C)n(-c2ccccc2)c2ccc(OC(=O)c3ccccc3C)cc12 | 0 | . | -4 |
| COC(=O)c1cc(CN(C)C(=O)Cn2ncc3ccccc3c2=O)oc1C | 0 | -6 | -3 |
| O=C(NCc1ccc(F)c(F)c1)c1cncn1-c1cccc(-c2cccc(OC(F)(F)F)c2)c1 | 26 | -5 | -5 |
| CCNCC(=O)N1CC(=O)N(c2cccc(Cl)c2C)C1 | -8 | -5 | -7 |
| CN1CCN(C(CNS(=O)(=O)Cc2ccc(Cl)cc2)c2ccsc2)CC1 (stereo unspecified) | 5 | -7 | -2 |
| CC(c1ccccc1O)N(C)C(=O)CSc1ccc(C(F)(F)F)cn1 (stereo unspecified) | 3 | . | 2 |
| CNC(=O)c1ccc(CSc2nccn2Cc2ccccn2)cc1 | 8 | . | -7 |
| COC(=O)C(C)Sc1nnc(CNC(=O)c2ccc(C(C)(C)C)cc2)o1 (stereo unspecified) | 1 | -7 | -1 |
| CCC1C(=O)NCCN1Cc1ccc2c(c1)CN(Cc1ccc(OC)c(OC)c1)CCO2 (stereo unspecified) | 27 | -10 | -6 |
| COCCCNCc1nc2scc(-c3ccc(C)c(C)c3)c2c(=O)[nH]1 | 9 | -5 | -4 |
| CCCCc1nc(N2CCN(S(=O)(=O)c3ccc(F)cc3)CC2)c2c3c(sc2n1)CCCC3 | -2 | -4 | -10 |
| Cc1ccc(C(=O)COC(=O)C23CC4CC(CC(O)(C4)C2)C3)s1 | 13 | . | -10 |
| CN(C)c1nc(N)nc(-c2nc3ccccc3s2)n1 | -3 | . | -3 |
| CSc1ncccc1C(=O)N1CCCC(CCC(=O)N(C)CCc2ccccn2)C1 (stereo unspecified) | 4&-6 | . | -8&1 |
| CNC(=O)Cn1c(CO)cnc1SCc1c(F)cccc1Cl | 9 | -6 | -4 |
| CC(C)N(C)c1ccc(NC(=O)N2CCSC3CCCCC32)cc1F (stereo unspecified) | -3 | . | 1 |
| O=C(c1cccc(Cl)c1F)N1CCCC(CO)(Cc2ccc(F)cc2)C1 (stereo unspecified) | 4 | . | -6 |
| CC(=O)NC1C(OC2CC(C)CCC2C(C)C)OC(COC(C)=O)C(OC(C)=O)C1OC(C)=O (stereo unspecified) | -1 | . | -2 |
| CCOCC(=O)N1CCN(Cc2cccc(-c3noc(CC(C)C)n3)c2)CC1 | 2 | -7 | -8 |
| COCCNC(=O)c1ccc(-n2ccnc2)o1 | 3 | -9 | -7 |
| CCCCN(C)c1c(C)nc2ccc(C(=O)NCCCN(C)C)cn12 | 5 | -3 | -6 |
| COc1ccc(S(=O)(=O)Oc2cc(CN(Cc3ccco3)C(=O)CC(C)(C)C)ccc2OC)cc1 | 20 | -5 | -5 |
| COc1ccc(CC2=NOC(C(=O)NCCC3COc4ccccc4O3)C2)cc1 (stereo unspecified) | 15 | -12 | -9 |
| CCOC(=O)C1CCN(c2cc(Oc3ccc(F)c(F)c3)ncn2)CC1 | -12 | -6 | -4 |
| Cc1noc(C)c1CNC(=O)N1CCCC1C(C)C (stereo unspecified) | -6 | . | 1 |
| Cc1cc(C)c(C#N)c(SCc2cn3cccnc3n2)n1 | 12 | -4 | -8 |
| Cc1cccc(COC(CN2CCN(C(=O)NCC3CCCCC3)CC2)c2ccc(Cl)cc2)c1 (stereo unspecified) | 0 | -7 | -5 |
| COCC(=O)N[C@@H]1CCN(CC(C)(C)C)C[C@@H]1C(=O)N(C)C | . | -6 | -10 |
| CN(CCc1ccccc1)Cc1ccc2n1CCN=C2c1ccccc1 | 26 | . | -4 |
| CCOc1ccc(C(=O)NCCc2csc3nc(-c4cccc(C)c4)nn23)cc1 | 2 | -7 | -3 |
| CC(C)S(=O)(=O)c1ccc(C(=O)NCc2cccc(CN3CCCCCC3)c2)cc1 | 3 | . | -9 |
| NC(=O)NCC1CCCCN1C(=O)c1cc(F)c(F)c(F)c1 (stereo unspecified) | -2 | -16 | -10 |
| Cc1ccc(C(C2Sc3nc(C)nn3C2=O)N2CCCC(C)C2)cc1 (stereo unspecified) | 0 | . | -9 |
| O=C(Nc1ccnn1C1CCN(Cc2cn[nH]c2-c2cccc(F)c2)CC1)c1ccccc1 | 17 | -10 | -7 |
| CCOc1ccc(NS(=O)(=O)c2c(C)noc2C)cc1S(=O)(=O)N1CCCC1 | -2 | . | 3 |
| C=CCNCc1nccn1Cc1ccc(Cl)cc1Cl | 0 | -5 | -4 |
| O=C(OCc1nc(C(=O)NCCc2c[nH]c3ccccc23)cs1)c1ccccc1 | -18 | -4 | -7 |
| COc1cccc2cc(C(=O)N(CCn3nc(C)cc3C)c3nc4ccccc4s3)oc12 | -17 | -12 | -7 |
| CCc1nc2ccc(C(=O)NCc3ccccc3OC)cn2c1N(CC)C(C)=O | -3 | -3 | -7 |
| Cc1cccc2cc(C3CC(c4ccco4)=NN3C(=O)C(C)C)c(Cl)nc12 (stereo unspecified) | 4 | -5 | -2 |
| O=C(C1CCCO1)N1CCN(Cc2cn[nH]c2-c2ccc(F)cc2)CC1 (stereo unspecified) | -14 | . | 2 |
| Cc1cc(F)ccc1Oc1cc(N2CCN(C(=O)c3ccc(C(F)(F)F)cc3)C(C)C2)ncn1 (stereo unspecified) | -5 | 0 | 7 |
| N#Cc1ccc(S(=O)(=O)N2CCN(c3nccc(-c4cccc(C(F)(F)F)c4)n3)CC2)cc1 | 1 | 3 | 4 |
| CC(OC(=O)c1c(F)cccc1F)C(=O)Nc1ccc2c(c1)CCC2 (stereo unspecified) | -3 | . | 4 |
| Cc1nn(CCNS(=O)(=O)NCc2ccccc2)c(C)c1Cl | 6 | . | -4 |
| CNS(=O)(=O)c1ccc(CN2CCCC(CCc3ccc(F)cc3)C2)cc1 (stereo unspecified) | -9 | . | -6 |
| Cc1nn(C)c(C)c1CN(C)C(=O)CC(c1ccccc1)c1ccccc1F (stereo unspecified) | -1 | . | -11 |
| CCCCOc1ccc(C(=O)NCc2nnc(SCC(=O)Nc3nccs3)n2-c2cccc(C(F)(F)F)c2)cc1 | -4 | . | 1 |

For convenience, 2 of the compounds above.
| canonical_smiles | NPYLR7 agonist | mcGAS inh | hcGAS inh |
| --- | --- | --- | --- |
| O=C(OCc1nc(C(=O)NCCc2c[nH]c3ccccc23)cs1)c1ccccc1 | -18 | -4 | -7 |
| COc1cccc2cc(C(=O)N(CCn3nc(C)cc3C)c3nc4ccccc4s3)oc12 | -17 | -12 | -7 |

Next records
| canonical_smiles | NPYLR7 agonist | mcGAS inh | hcGAS inh |
| --- | --- | --- | --- |
| COc1ccc(NC(=O)CSc2nnc3c(n2)-c2cccc4cccc-3c24)cc1 | -2 | -2 | 2 |
| CCC(C)N(Cc1ccsc1)C(=O)c1cn2c(n1)CNCC2 (stereo unspecified) | 9 | -13 | -9 |
| O=C(O)C1CCN(c2ccc(Br)cn2)CC1 | 0 | . | 0 |
| Cc1noc(-c2ccco2)c1C(=O)NC(C)CCc1ccccc1 (stereo unspecified) | -4 | -7 | -5 |
| CSCC(=O)N1CCC2(CCCN(Cc3ccc(F)c(F)c3)C2)C1 (stereo unspecified) | 2 | . | 0 |
| Cc1nn(Cc2csc(C(C)C)n2)c(N)c1C#N | -27 | . | 3 |
| CC(=O)Nc1ccnn1CC1=CCN(Cc2cc(C)ccc2C)CC1 | 5 | -2 | 0 |
| O=C(c1cncn1-c1ccc(-c2cc(C(F)(F)F)cc(C(F)(F)F)c2)cc1)N1Cc2ccccc2C1 | 3 | -4 | -2 |
| CCOC(=O)C1C(=O)NC(N2CCN(c3ccccc3)CC2)=NC1c1ccc(OC)cc1 (stereo unspecified) | -1 | . | 0 |
| CO[C@H]1[C@H](NC(=O)CSC)c2ccccc2C12CCN(Cc1cnn(-c3ccc(F)cc3)c1)CC2 | 21 | -8 | -6 |
| CCCCCOC(=O)C1=C(C)NC2=C(C(=O)CCC2)C1c1coc2ccccc2c1=O (stereo unspecified) | 3 | -6 | -6 |
| O=C(O)COc1ccccc1CN1CC(c2ccncc2)C1 | -11 | -2 | -4 |
| COc1ccc(-c2c(C(C)C)nn3c(N)c(C#N)nnc23)cc1 | -2 | . | -3 |
| Brc1cccc(C2CC(c3ccccc3)n3nnnc3N2)c1 (stereo unspecified) | 3 | -5 | -4 |
| Cc1c(C(=O)N(C)C2CC2)cnn1-c1ccc(C(F)(F)F)cn1 | -1 | . | -9 |
| O=C1C2CC=CCC2C(=O)N1c1ccc(Oc2ccc3ccccc3c2)cc1 (stereo unspecified) | 0 | . | -3 |
| Nc1nc(Sc2cccs2)cc(N2CCOC(C(F)(F)F)C2)n1 (stereo unspecified) | 7 | -18 | -4 |
| OC(CN1CCCN(CC2CCCO2)CC1)Cn1cccn1 (stereo unspecified) | 2 | . | -10 |
| Cc1cccc(CC(=O)NCCSc2ncc(-c3ccccc3)[nH]2)c1 | 3 | 0 | -1 |
| O=C(CCNc1ccc(Cc2ccncc2)cc1)c1ccc2c(c1)OCO2 | 0 | . | -6 |
| Cc1ccc(CN(C)C(=O)CN(C)c2c(C)noc2C)c(C)c1 | 0 | . | -16 |
| CNC(Cc1ccc(Br)cc1)Cc1ccc(Br)cc1 | 21 | . | -6 |
| CC(C)CC1NC(=O)N(c2ccccc2)C1=O (stereo unspecified) | -2 | . | -4 |
| CC1(C(=O)NS(=O)(=O)c2cccc(Cl)c2)CCN1C(=O)C1(c2ccccc2)CC1 (stereo unspecified) | 3 | . | -9 |
| NC(=O)c1c(N=c2oc3ccc(Br)cc3cc2-c2nc3ccccc3[nH]2)sc2c1CCCC2 | -5 | -6 | -5 |
| Cc1ccc(C2CC(c3cccs3)=NN2C(=O)c2ccc(Br)o2)cc1 (stereo unspecified) | 2 | . | -14 |
| COc1ccc(CN(CCO)C(=O)CCc2ccccc2)c(OC)c1 | 0 | . | -11 |
| CCCS(=O)(=O)N1CCCC(c2nc(CNC(=O)C3CC3)cs2)C1 (stereo unspecified) | . | -3 | -2 |
| Cc1nc2ccccn2c(=O)c1NC(=O)c1c(F)cccc1Cl | 1 | . | -16 |
| COc1c(C)cc(C(=O)C2CCCN(C(=O)c3ccoc3)C2)cc1C (stereo unspecified) | 0 | -5 | -2 |
| CCOC(=O)Cc1cc(=O)n2[nH]cc(-c3cccc(Br)c3)c2n1 | -6 | . | 63* |
| CCOC(=O)c1nn(-c2ccc(F)cc2)c(=O)cc1OCC(=O)NCc1ccccc1OC | 6 | . | 1 |
| CNS(=O)(=O)c1ccccc1F | 6 | -8 | -7 |
| CC(C)O[C@H]1CN(C(=O)c2ccccc2N2CCC(=O)NC2=O)C[C@@H]1O | -1 | . | 1 |
| CN(CC1CCCN(CCc2ccc(F)cc2)C1)C(=O)c1cscn1 (stereo unspecified) | 12 | . | -7 |

17 entries from above, with values under each structure:
Every second line gives: NPYLR7 agonist | mcGAS inh | hcGAS inh
CCn1cnnc1CNC(=O)CCNC(=O)C12CC3CC(CC(C3)C1)C2
 : 2 | . | -2
CCN1CCN(c2nc(-c3ccccc3)nc3c2CN(C(=O)Nc2ccc(Br)cc2)CC3)CC1
 : -3 | -6 | -5
CCOC(=O)Cn1c(=NC(=O)c2cc(Cl)sc2Cl)sc2cccc(F)c21
 : 3 | . | -4
COc1ccc(C(NC(=O)C2CCN(CCCc3ccccc3)CC2)c2ccccn2)cc1 (stereo unspecified)
 : 23 | -3 | -5
CC1OC(C)(C)N(C(=O)OC(C)(C)C)C1C(=O)NCc1cccnc1N1CCCCC1 (stereo unspecified)
 : 10 | . | -7
COc1cccc(N=c2scc(-c3ccccc3)n2CCNC(C)=O)c1
 : -5 | -3 | -4
CN(CCNS(=O)(=O)c1cccc2nsnc12)Cc1ccccc1
 : 2 | . | 3
COc1ccc(C(=O)Nc2c(C)nc3ccc(C)cn3c2=O)cc1
 : 5 | . | -11
O=c1cc(-c2ccccc2)[nH]n1-c1nc(-c2ccccc2)cs1
 : -17 | . | 13
COc1nc(SC)nnc1C
 : 0 | . | -5
Cc1ccc(OCC(O)C(C)NC(C)C)c2c1CCC2 (stereo unspecified)
 : 3 | -3 | 0
CN1CCN(Cn2nc(-c3ccccc3)oc2=S)CC1
 : 6 | . | 3
CCOC(=O)c1c(C)n(-c2ccccc2)c2ccc(OC(=O)c3ccccc3C)cc12
 : 0 | . | -4
COC(=O)c1cc(CN(C)C(=O)Cn2ncc3ccccc3c2=O)oc1C
 : 0 | -6 | -3
O=C(NCc1ccc(F)c(F)c1)c1cncn1-c1cccc(-c2cccc(OC(F)(F)F)c2)c1
 : 26 | -5 | -5
CCNCC(=O)N1CC(=O)N(c2cccc(Cl)c2C)C1
 : -8 | -5 | -7
CN1CCN(C(CNS(=O)(=O)Cc2ccc(Cl)cc2)c2ccsc2)CC1 (stereo unspecified)
 : 5 | -7 | -2

From PubChem BioAssay
